4-MU autofl: compounds fluorescent in 4-MU spectral region; compound autofluorescence, 340/450 nm, 4-MU equivalents; hits give high values; hit rate 11% among 59,000; max dye-equivalent concentration, M; AID 589; in the data active = max dye-equivalent concentration above about 10 nM; inconclusive = mostly about 1.1 nM to 9.6 nM
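Intrinsic fluorescence at 340/450 nm (ex/em) was read after 15 min at room temperature in pH 8.0, 100 mM Tris. Each compound concentration expressed as 4-MU-equivalent concentration from a six-point 4-MU standard series on each plate.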
CRE Fsk mod: CRE-bla signaling modulation under forskolin stimulation; CHO CRE-bla reporter (cAMP response element driving beta-lactamase), forskolin EC10, beta-lactamase ratio; Potency, µM (top dose mostly 38.2 µM), for the others: at the top dose activity change, negative = inhibition, hits mostly activators; hit rate 2.5% among 71,000; AID 662; active = well fitted activation curve with a large enough effect in the signal ratio, with a control signal flat, not every such curve was filed as active; inconclusive = small, poorly fitted or top-dose-only effect, or effect the other way, or a change in a side signal; the % refers to the signal ratio; also: potency is read from the fitted curve at half-maximal effect; % of control where 0% means no effect
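Using CellSensor CRE-bla CHO cells in Opti-MEM with 0.5% dialyzed FBS, compounds were titrated with EC10 NKH 477 for 3 h at 37 °C. CCF4 ratio (460/530 nm) gave %Activity; AC50 derived.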
BRCT inh green: blocks human BRCA1 BRCT binding to phosphopeptide, green readout. hit rate 0.05% among 75,000. BRCA1 BRCT-phosphopeptide binding, green fluorescence polarization. P38398. Potency, µM (doses to about 76.9 µM), for inactives: top-dose activity change, negative = inhibition, hits mostly inhibitors. AID 875;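 also: potency is read from the fitted curve at half-maximal effect; plate controls were peptide without protein for full effect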
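Fluorescence polarization: His-tagged BRCT (~35 kDa BRCA1 C-terminus, 250 nM) bound to 100 nM fluorescein-labeled phosphorylated 10-aa BACH1 peptide, pH 7.3 phosphate buffer with DTT and Tween 20. Compounds incubated 12 min at room temperature; inhibition read as lowered polarization.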
Hsp90 Hop PPI: changes Hsp90-Hop TPR2A binding signal, up or down; hit rate 0.44% among 71,000; AID 595; Potency, µM (doses to about 57 µM), for inactives: top-dose activity change, negative = inhibition; AlphaScreen TPR2A-His6 binding biotin-Hsp90 C-terminal peptide; active = well fitted curve in either direction with a large enough effect; inconclusive = small, poorly fitted or top-dose-only effect, or another doubt; also: potency is read from the fitted curve at half-maximal effect; % is scaled to controls: 0 for no effect and ±100 for the full control effect; many of its hits are not listed in these tables
BRCT inh red: disrupts BRCA1 BRCT binding to phosphoprotein, red fluorophore readout | Potency, µM (series often up to 76.9 µM), without a hit: top-dose activity change, negative = inhibition, usual class: inhibitors | P38398 | hit rate 0.03% among 75,000 | BRCT-phosphopeptide binding, red fluorescence polarization | AID 892; also: % is scaled to controls: 0 for no effect and ±100 for the full control effect
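Fluorescence polarization: 100 nM His-tagged BRCA1 BRCT with 100 nM TAMRA-labelled phospho-BACH1 decapeptide, phosphate buffer pH 7.3 with 150 mM NaCl, DTT, 0.01% Tween 20; 12 min RT. Binding inhibition seen as FP decrease.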
15-hLO inh: inhibitors of human 15-lipoxygenase (ALOX15) | Potency, µM (series often up to 57.1 µM), for inactives: top-dose activity change, negative = inhibition, most hits filed as inhibitors | hit rate 1.4% among 74,000 | P16050 | purified 15hLO-1, xylenol orange hydroperoxide absorbance; also: potency is read from the fitted curve at half-maximal effect; % is scaled to controls: 0 for no effect and ±100 for the full control effect; nearly all actives have a fitted effect of over 55% in size
Target sequence (P16050 whole entry, looked up): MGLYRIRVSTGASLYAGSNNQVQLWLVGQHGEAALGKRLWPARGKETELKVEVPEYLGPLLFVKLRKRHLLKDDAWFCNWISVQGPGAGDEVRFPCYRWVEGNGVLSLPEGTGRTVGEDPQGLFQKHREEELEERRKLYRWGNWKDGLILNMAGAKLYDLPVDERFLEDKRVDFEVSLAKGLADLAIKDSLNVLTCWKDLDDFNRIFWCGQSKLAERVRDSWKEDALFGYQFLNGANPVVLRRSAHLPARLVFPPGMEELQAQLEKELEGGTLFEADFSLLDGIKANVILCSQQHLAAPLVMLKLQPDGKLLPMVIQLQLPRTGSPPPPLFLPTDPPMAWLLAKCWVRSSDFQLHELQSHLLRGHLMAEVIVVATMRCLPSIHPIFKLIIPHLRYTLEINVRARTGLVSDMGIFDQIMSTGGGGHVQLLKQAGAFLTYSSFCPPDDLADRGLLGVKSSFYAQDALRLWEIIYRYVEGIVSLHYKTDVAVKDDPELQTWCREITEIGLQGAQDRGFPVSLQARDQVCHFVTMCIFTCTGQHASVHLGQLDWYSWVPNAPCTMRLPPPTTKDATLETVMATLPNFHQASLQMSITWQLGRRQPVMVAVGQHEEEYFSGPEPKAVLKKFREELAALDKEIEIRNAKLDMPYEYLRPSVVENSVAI
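Compounds were preincubated 15 min at room temperature with 40 nM purified human enzyme (25 mM Hepes pH 7.5, 0.01% Triton X-100); 50 uM arachidonic acid reacted 6 min. Fe-xylenol orange detection, 30 min, absorbance ratio 573/405 nm.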
DNA Pol III inh: inhibitors of bacterial DNA polymerase III holoenzyme. reconstituted DNA polymerase III holoenzyme replication, biochemical. hit rate 0.25% among 71,000. Potency, µM (top dose mostly 57.1 µM), inactives show top-dose activity change, negative = inhibition; also: potency is read from the fitted curve at half-maximal effect; % is scaled to controls: 0 for no effect and ±100 for the full control effect
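Reconstituted *E. coli* holoenzyme (0.35 nM Pol III, 1 nM beta, 154 nM SSB, 2 nM primase) was preincubated with compound for 15 min at RT. Synthesis on 1.4 nM ssM13Gori ran 35 min, then was stopped with PicoGreen/EDTA and read as dsDNA fluorescence.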
Ub-GFP proteasome: proteasome inhibitors stabilizing ubiquitin-GFP reporter; Ubiquitin-GFP reporter cells, proteasome inhibition, GFP fluorescence; response scale: untreated = 0%, 10 µM MG-132 = 100%; Potency, µM (titrated, usually from 45.9 µM), for inactives: at the highest dose activation (GFP accumulation), hits mostly activators; 67,000 tested, under 10 active; AID 526; active = well fitted activation curve with a large enough effect, not every such curve was filed as active; inconclusive = small, poorly fitted or top-dose-only effect, or another doubt; inactive = no such curve, though single readings can be large or run the other way; also: potency is read from the fitted curve at half-maximal effect
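U2OS cells stably expressing ubiquitin(G76V)-GFP, seeded overnight in 0.5% FBS medium, were exposed to compounds (qHTS, 46 uM to 2.9 nM) for 4 hr at 37 °C. GFP-positive cells were counted by laser cytometry (488 ex/515 em), normalized between basal and 10 uM MG-132.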
Epigenetic mod: epigenetic modulators derepressing GFP locus in mouse cells; AID 597; mouse C127i GFP locus derepression, cytometry, 30 h; Potency, µM (doses to about 46.1 µM), inactives show at the top dose GFP derepression (activation); hit rate 0.09% among 68,000; also: % of control where 0% means no effect
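Murine C127i mammary cells carrying a silenced, stably integrated CMV-driven GFP reporter were treated with compound for 30 hours at 37 C. After PBS washes, GFP-positive cells were counted by laser-scanning microplate cytometry.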
HBB splice mod: hemoglobin beta splicing modulation. HBB splicing reporter cell assay, activation; EGFP reporter with mutant IVS2-654 intron; response scale: normalised to 500 nM splice-correcting PNA. Potency, µM (titrated, usually from 46.1 µM), for the others: at the top dose activation, most hits filed as activators. hit rate 0.06% among 65,000. AID 925; also: potency is read from the fitted curve at half-maximal effect; 0% is about no effect
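HeLa cells stably expressing EGFP interrupted by mutant beta-globin intron 2 (IVS2-654), 500/well in 2% FCS. Treated with compound for 2 days at 37C. Splicing correction scored as total well GFP intensity (488 nm excitation, 500-520 nm emission); 500 nM antisense PNA served as control.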
A350 autofl: compounds fluorescent in Alexa 350 spectral region; Compound autofluorescence, 340/450 nm, Alexa 350 dye-equivalents; hits give high values; hit rate 11% among 59,000; max dye-equivalent concentration, M; AID 590; in the data active = max dye-equivalent concentration above about 10 nM; inconclusive = mostly about 1.1 nM to 9.6 nM
* = called active by the depositor; i = inactive; ? = inconclusive; nt = no result given; [ ] = remark or other dose. Unless noted, calls follow the shape of the dose curve; as a rule, active = well fitted curve in the direction sought with a large enough effect; inconclusive = small, poorly fitted or top-dose-only effect, or another doubt; inactive = no such curve, though single readings can be large; an effect the other way counts as inactive or inconclusive.

Results follow in this order: 4-MU autofl	CRE Fsk mod	BRCT inh green	Hsp90 Hop PPI	BRCT inh red	15-hLO inh	DNA Pol III inh	Ub-GFP proteasome	Epigenetic mod	HBB splice mod	A350 autofl
1. COCCCNC(=O)CCc1nc2cccnc2n1Cc1ccccc1
→ ?	?	-1.5%	-2%	-0.8%	13%	-24%	-4%	4%	0.6%[1.84 µM]	?
2. O=C(COc1ccccc1)Nc1ccc2c(c1)nc1n2CCOC1
→ i	-9%	-0.8%	-4%	-3.4%	1%	0%	nt	-4%	5.2%[0.369 µM]	i
3. CCN(CC)S(=O)(=O)c1ccc(C(=O)Nc2nnc(C(C)C)s2)cc1
→ nt	0%	-1.1%	-1%	-0.2%	2%	-1%	4%	nt	-0.5%	nt
4. NS(=O)(=O)c1ccc(NCc2nc3ccccc3[nH]2)cc1
→ i	-6%[7.6 µM]	-1.6%[15.4 µM]	3%[11 µM]	-2.4%[15.4 µM]	0%[11.4 µM]	-7%[11.4 µM]	-6%[9.17 µM]	0%[9.22 µM]	-0.1%[9.22 µM]	i
5. CCc1ccc(N(CC(=O)Nc2ccc(OC)cc2OC)S(C)(=O)=O)cc1
→ nt	6%	-4.0%	-5%	0.7%	-10%	4%	9%	2%	0.3%	nt
6. Cc1ccc(C)c(NC(=O)c2ccccn2)c1
→ i	-18%	-0.8%	1%	1.7%	1%	-2%	5%	2%	-8.6%	i
7. C[C@](Cc1ccc(O)c(O)c1)(NN)C(=O)O
→ i	?	nt	-11%	nt	nt	1%	-3%	1%	4.7%	i
8. CC(=O)c1c(C)[nH]c(C(=O)Nc2cccnc2)c1C
→ i	14%	1.0%	-3%	-1.1%	6%	-3%	5%	0%	1.0%[57.5 µM]	i
9. O=C(CSc1nnc(-c2ccccc2)n1C1CCCCC1)N1CCCC1
→ ?	-18%	-0.6%	-6%	-1.8%	1%	-4%	5%	0%	1.1%	?
10. COCCCN(C(=O)Nc1ccc(C)c(C)c1)C(C)c1ccccn1 (configuration not stated)
→ nt	-1%	-0.7%	-1%	-0.1%	4%	-7%	-7%	0%	-0.4%	nt

(11) Cc1noc(C)c1-c1ccc2ncnc(NCc3ccccc3)c2c1
(12) CCn1nccc1C(=O)Nc1ccc(Cl)cc1Cl
(13) COc1ccc(Cl)cc1C(=O)Nc1ccccc1N1CCN(C(=O)C(C)C)CC1
(14) COc1ccc(OC)c(S(=O)(=O)NCc2cccnc2)c1
(15) CC(=O)N[C@H](Cc1c[nH]c2ccccc12)C(=O)O
(16) Cc1occc1-c1nnc(SCC(=O)c2c[nH]c3ccccc23)n1C
(17) CCOC(=O)N1CCN(C(=O)CSc2nc3c([nH]c4ccccc43)c(=O)n2C)CC1
Screen / compound no.	11	12	13	14	15	16	17
4-MU autofl	i	i	i	i	i	i	nt
CRE Fsk mod	?	0%	13µM*	6%	5%[7.6 µM]	-13%	-5%
BRCT inh green	15%	-0.4%	-0.9%	-0.4%	-1.5%[15.4 µM]	1.5%	-0.4%
Hsp90 Hop PPI	-2%	?	-4%	0%	1%[11 µM]	-1%	0%
BRCT inh red	-3.8%	-0.1%	1.5%	0.2%	-0.1%[15.4 µM]	-1.3%	1.9%
15-hLO inh	-6%	-20%	-16%	11%	15%[11.4 µM]	-1%	6%
DNA Pol III inh	5%	-3%	0%	-8%	6%[11.4 µM]	-6%	-4%
Ub-GFP proteasome	-1%	7%	-3%	-9%	-9%[9.17 µM]	-13%	8%
Epigenetic mod	0%[9.22 µM]	0%	-2%	0%	4%[9.22 µM]	-1%	nt
HBB splice mod	-0.5%	-1.1%	1.4%	0.3%	4.7%[9.22 µM]	-2.6%	0.5%
A350 autofl	i	i	i	i	i	i	nt

Quoted from above: compounds 1 to 9
(1) COCCCNC(=O)CCc1nc2cccnc2n1Cc1ccccc1
(2) O=C(COc1ccccc1)Nc1ccc2c(c1)nc1n2CCOC1
(3) CCN(CC)S(=O)(=O)c1ccc(C(=O)Nc2nnc(C(C)C)s2)cc1
(4) NS(=O)(=O)c1ccc(NCc2nc3ccccc3[nH]2)cc1
(5) CCc1ccc(N(CC(=O)Nc2ccc(OC)cc2OC)S(C)(=O)=O)cc1
(6) Cc1ccc(C)c(NC(=O)c2ccccn2)c1
(7) C[C@](Cc1ccc(O)c(O)c1)(NN)C(=O)O
(8) CC(=O)c1c(C)[nH]c(C(=O)Nc2cccnc2)c1C
Screen / compound no.	1	2	3	4	5	6	7	8
4-MU autofl	?	i	nt	i	nt	i	i	i
CRE Fsk mod	?	-9%	0%	-6%[7.6 µM]	6%	-18%	?	14%
BRCT inh green	-1.5%	-0.8%	-1.1%	-1.6%[15.4 µM]	-4.0%	-0.8%	nt	1.0%
Hsp90 Hop PPI	-2%	-4%	-1%	3%[11 µM]	-5%	1%	-11%	-3%
BRCT inh red	-0.8%	-3.4%	-0.2%	-2.4%[15.4 µM]	0.7%	1.7%	nt	-1.1%
15-hLO inh	13%	1%	2%	0%[11.4 µM]	-10%	1%	nt	6%
DNA Pol III inh	-24%	0%	-1%	-7%[11.4 µM]	4%	-2%	1%	-3%
Ub-GFP proteasome	-4%	nt	4%	-6%[9.17 µM]	9%	5%	-3%	5%
Epigenetic mod	4%	-4%	nt	0%[9.22 µM]	2%	2%	1%	0%
HBB splice mod	0.6%[1.84 µM]	5.2%[0.369 µM]	-0.5%	-0.1%[9.22 µM]	0.3%	-8.6%	4.7%	1.0%[57.5 µM]
A350 autofl	?	i	nt	i	nt	i	i	i

(9) O=C(CSc1nnc(-c2ccccc2)n1C1CCCCC1)N1CCCC1
Screen / compound no.	9
4-MU autofl	?
CRE Fsk mod	-18%
BRCT inh green	-0.6%
Hsp90 Hop PPI	-6%
BRCT inh red	-1.8%
15-hLO inh	1%
DNA Pol III inh	-4%
Ub-GFP proteasome	5%
Epigenetic mod	0%
HBB splice mod	1.1%
A350 autofl	?

Compound activity (PubChem BioAssay)
